KB-3-1 tox: kills parental KB-3-1 adenocarcinoma cells; KB-3-1 viability, CellTiter-Glo ATP luminescence, 72 h; Potency, µM (highest dose often 46.1 µM), for inactives: top-dose activity change, negative = cytotoxic, hits mostly cytotoxic; hit rate 1.4% among 400,000; AID 1347075; also: potency is read from the fitted curve at half-maximal effect; % is scaled to controls: 0 for no effect and ±100 for the full control effect; nearly all actives have a fitted effect of over 60% in size
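Cytotoxicity measured as CellTiter-Glo luminescence after 72 h at 37 C. Compound titrations were pinned onto drug-naive KB-3-1 parental adenocarcinoma cells grown in DMEM with 10% FBS, and normalized data fitted to concentration-response curves.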
HT1080 IDH1KD tx: toxicity to HT-1080 IDH1 knockdown cells (counter line); hit rate 2% among 360,000; HT-1080 IDH1 knockdown viability, ATP luminescence, 48 h; Potency, µM (series often up to 46.1 µM), inactives show at the top dose activity, negative = toxicity, actives largely listed as cytotoxic;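 also: potency is read from the fitted curve at half-maximal effect; 0% = DMSO wells and -100% = cell-free medium wells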
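HT-1080-IDH1KD cells (IDH1 knocked down), 750/well in RPMI with 5% FBS, treated with compound 48 h at 37 degrees C. Viability by CellTiter-Glo luminescence, normalised to DMSO and no-cell wells; concentration-response curves classed.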
IL1B secr inh: inflammasome signaling inhibition, IL-1 beta readout; THP-1 LPS/ATP IL-1B secretion, AlphaLISA, 16 h; active compounds read low; activity change, % at 57.5 µM; hit rate 4.7% among 360,000; in the data active = activity change below about -50%; inconclusive = mostly about -30% to -49%; also: % is scaled to controls: 0 for no effect and ±100 for the full control effect
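Secreted IL-1B measured by AlphaLISA bead assay after 16 h compound exposure of THP-1 cells; compounds (final up to 57.5 uM) added 1 h before LPS (250 ng/mL) and ATP (1.25 mM) stimulation; lower signal means less secretion.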
KB-V1 MDR tox: kills drug-selected multidrug resistant KB-V1 cells; hit rate 3.4% among 400,000; KB-V1 MDR cells viability, CellTiter-Glo, 72 h; AID 1347076; Potency, µM (highest dose often 46.1 µM), inactives show at the highest dose activity change, negative = cytotoxicity, actives largely listed as cytotoxic; also: potency is read from the fitted curve at half-maximal effect; % is scaled to controls: 0 for no effect and ±100 for the full control effect; nearly all actives have a fitted effect of over 60% in size
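KB-V1 MDR subline cells in DMEM (phenol-red free, 10% FBS) exposed to compounds in qHTS concentration series for 72 h at 37 degrees C. Viability read by CellTiter-Glo luminescence; concentration-effect curves fitted after normalization and correction.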
SW480 rerep: induces DNA re-replication in SW480 colon adenocarcinoma cells; SW480 DNA re-replication, Hoechst DNA content imaging, 48 h; Potency, µM (top dose mostly 46.1 µM), for inactives: at the top dose re-replication activation, most hits filed as activators; hit rate 1.8% among 340,000; also: potency is read from the fitted curve at half-maximal effect; % of control where 0% means no effect; nearly all actives have a fitted effect of over 55% in size
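Image-based DNA-content assay: after two days of treatment, nuclei were labelled with the DNA dye Hoechst and imaged, and hits were compounds raising the count of nuclei showing high fluorescence intensity.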
MCF10A rereplic: DNA re-replication induction in MCF 10a cells; MCF 10A DNA re-replication, Hoechst nuclear intensity, 48 h; Potency, µM (highest dose often 46.1 µM), for the others: top-dose activity, positive = re-replication, usual class: activators; hit rate 2.9% among 350,000; AID 624296; also: potency is read from the fitted curve at half-maximal effect; % of control where 0% means no effect; nearly all actives have a fitted effect of over 50% in size
HT1080NT lethal: kills 2HG-producing HT-1080-NT fibrosarcoma cells | hit rate 1.6% among 360,000 | Potency, µM (titrated, usually from 46.1 µM), inactives show at the highest dose activity, negative = less viability, most hits filed as cytotoxic | HT-1080-NT fibrosarcoma viability, CellTiter-Glo ATP luminescence, 48 h;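 also: NT is the 2HG producing partner of a matched IDH1 knockdown line; potency is read from the fitted curve at half-maximal effect; 0% = DMSO-treated cells and -100% = media-only wells without cells; nearly all actives have a fitted effect of over 55% in size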
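HT-1080-NT; 750 cells/well; 5% FBS RPMI; 48 h compound, 37 degrees C; CellTiter-Glo luminescence; curve fitting and curve-class assignment.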
ATXN2 expr inh: inhibitors of ATXN2 expression. HEK-293 ATXN2-luciferase reporter, luminescence, 24 h. Potency, µM (series often up to 57 µM), for inactives: at the top dose activity change, negative = inhibition, most hits filed as inhibitors. hit rate 0.72% among 360,000. AID 1745845; also: potency is read from the fitted curve at half-maximal effect; % is scaled to controls: 0 for no effect and ±100 for the full control effect; nearly all actives have a fitted effect of over 55% in size
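qHTS (up to 57 uM final) was run with 24 h compound exposure of reporter cells at 37 °C. Each well was multiplexed: SteadyGlo luminescence measured ATXN2-luciferase expression after a fluorogenic Gly-Phe-AFC viability readout (25 uM final).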
ATXN viability: reduces viability in counter-screen for ATXN expression inhibitors. S2 cells (HEK-293 line with an ATXN2-luciferase reporter) viability, CellTiter-Fluor protease fluorescence, 24 h. hit rate 0.49% among 400,000. Potency, µM (top dose mostly 56.7 µM), actives largely listed as cytotoxic; also: potency is read from the fitted curve at half-maximal effect; nearly all actives have a fitted effect of over 40% in size
The depositor's hits bear a star; i = inactive; ? = inconclusive; · = no result given; [ ] = another dose, or the depositor's remark. Unless noted, calls follow the shape of the dose curve; as a rule, active = well fitted curve in the direction sought with a large enough effect; inconclusive = small, poorly fitted or top-dose-only effect, or another doubt; inactive = no such curve, though single readings can be large; an effect the other way counts as inactive or inconclusive.

SMILES	KB-3-1 tox	HT1080 IDH1KD tx	IL1B secr inh	KB-V1 MDR tox	SW480 rerep	MCF10A rereplic	HT1080NT lethal	ATXN2 expr inh	ATXN viability
COCc1cc(=O)[nH]c(/N=C(\N)Nc2c(F)cccc2F)n1	2.1%	10.8%	99.7	8.9%	2.4%	?	3.7%	10.8%	i
Fc1ccccc1CSc1nc2ncc(Br)cc2[nH]1	-6.2%	-0.4%[9.24 µM]	27.6	?	-8.7%	15.4%	-1.5%	48.6%[activator]	i
COc1ccccc1CN1C[C@@H]2C[C@@H](c3ccccc3OC)N3CCC[C@@]23C1=O	2.2%	-14.7%	-15.5	-11.1%	-11.8%	1.1%	-5.0%	-34.0%	i
O=C(O)CCCC(=O)Nc1ccc(-n2ccc(C(F)(F)F)n2)cc1	7.0%	2.1%	3.8	9.3%	0.8%	-0.1%	1.7%	·	i
CCCNC(=O)C1CCN(c2cc(C)nc3c(-c4ccc(OC)c(OC)c4)c(C)nn23)CC1	-1.7%	·	·	?	·	·	·	6.2%	i
COc1ccc(-c2nnc(SC(C)C(=O)Nc3cccc(Cl)c3)o2)cc1 (stereo not drawn)	-2.3%	-16.9%	?	-9.0%	-8.7%	1.2%	-5.1%	66.3%[activator]	i
O=C(NCc1cccnc1)c1cc(-c2ccc(Cl)cc2)oc1C(F)(F)F	-1.7%	-14.4%	5.1	-7.2%	1.7%	0.0%	-9.7%	-17.1%	i
Cn1cccc1C(=O)NNC(=O)COc1ccccc1F	9.6%	11.1%	7.9	0.0%	-9.7%	6.6%	25.8%	8.9%	i
Cc1ccc(S(=O)(=O)NCCC(=O)N2CC(C)OC(C)C2)cc1 (stereo not drawn)	6.5%	-1.4%	-0.7	3.9%	-7.7%	-0.2%	1.2%	4.5%	?
Brc1ccc(/C=N/Nc2ncnc3c2cnn3Cc2ccccc2)cc1	?	16.4%	-11.0	?	-7.5%	0.5%	17.8%	?	i

Sorted by formula weight (highest first): some entries from above.
SMILES	KB-3-1 tox	HT1080 IDH1KD tx	IL1B secr inh	KB-V1 MDR tox	SW480 rerep	MCF10A rereplic	HT1080NT lethal	ATXN2 expr inh	ATXN viability
CCCNC(=O)C1CCN(c2cc(C)nc3c(-c4ccc(OC)c(OC)c4)c(C)nn23)CC1	-1.7%	·	·	?	·	·	·	6.2%	i
COc1ccccc1CN1C[C@@H]2C[C@@H](c3ccccc3OC)N3CCC[C@@]23C1=O	2.2%	-14.7%	-15.5	-11.1%	-11.8%	1.1%	-5.0%	-34.0%	i
COc1ccc(-c2nnc(SC(C)C(=O)Nc3cccc(Cl)c3)o2)cc1 (stereo not drawn)	-2.3%	-16.9%	?	-9.0%	-8.7%	1.2%	-5.1%	66.3%[activator]	i
O=C(NCc1cccnc1)c1cc(-c2ccc(Cl)cc2)oc1C(F)(F)F	-1.7%	-14.4%	5.1	-7.2%	1.7%	0.0%	-9.7%	-17.1%	i
O=C(O)CCCC(=O)Nc1ccc(-n2ccc(C(F)(F)F)n2)cc1	7.0%	2.1%	3.8	9.3%	0.8%	-0.1%	1.7%	·	i
Cc1ccc(S(=O)(=O)NCCC(=O)N2CC(C)OC(C)C2)cc1 (stereo not drawn)	6.5%	-1.4%	-0.7	3.9%	-7.7%	-0.2%	1.2%	4.5%	?
Fc1ccccc1CSc1nc2ncc(Br)cc2[nH]1	-6.2%	-0.4%[9.24 µM]	27.6	?	-8.7%	15.4%	-1.5%	48.6%[activator]	i
COCc1cc(=O)[nH]c(/N=C(\N)Nc2c(F)cccc2F)n1	2.1%	10.8%	99.7	8.9%	2.4%	?	3.7%	10.8%	i
Cn1cccc1C(=O)NNC(=O)COc1ccccc1F	9.6%	11.1%	7.9	0.0%	-9.7%	6.6%	25.8%	8.9%	i

The list goes on:
SMILES	KB-3-1 tox	HT1080 IDH1KD tx	IL1B secr inh	KB-V1 MDR tox	SW480 rerep	MCF10A rereplic	HT1080NT lethal	ATXN2 expr inh	ATXN viability
CCC(Oc1ccccc1)C(=O)Nc1ccc(S(=O)(=O)Nc2cnc3ccccc3n2)cc1 (stereo not drawn)	8.1%	7.0%	31.7	11.1%	-3.6%[9.22 µM]	1.6%	-2.3%	4.1%	i
Cc1ccc(C(=O)NCCSc2c(C)[nH]c3ccccc23)cc1C	-10.6%	·	·	-26.7%	·	·	·	?	?
CCCc1cnc2c(c1SCc1cccc(C)c1)c(=O)n(C)c(=O)n2C	-5.7%	·	·	-20.9%	·	·	·	6.7%	i
CCCS(=O)(=O)N1CCCC(C(=O)N2CCCCC2)C1 (stereo not drawn)	14.3%	-0.2%	16.7	3.0%	-9.2%	10.3%	13.7%	-28.4%	?
CC(C)=CCC/C(C)=C/CNC(=O)C[C@H]1C[C@H](C(=O)N2CCOCC2)[C@@]2(CCC3CCCC3)c3[nH]c4cc(CCC(=O)N(C)C)ccc4c3CCN2C1=O	0.0%	0.2%	?	0.0%	?	14.6µM*	-2.5%	?	·
COC(=O)C1C(=O)C2=C(CC1C)NC(=O)CC2c1cccc(C)c1 (stereo not drawn)	-2.3%	7.9%	11.3	-0.8%	-1.4%	-13.2%	0.0%	-1.7%	i
CCN1CNC(=S)N(c2cccc(C)c2)C1	2.5%	8.6%	6.2	-0.9%	-5.1%	-7.5%	26.4%	3.6%	i
COc1ccc(C(O)Cn2cc([N+](=O)[O-])nc2C)cc1 (stereo not drawn)	-6.2%	11.5%	52.0	0.5%	-30.9%[inhibitor]	?	17.1%	8.4%	i
CCCCCCCCCCCCS(=O)(=O)CCC(=O)O	-4.5%	-15.6%	-6.2	15.3%	-3.6%	26.7%	3.8%	-20.3%	i
Nc1nonc1-n1nnc(C(=O)N/N=C/c2cc(Br)cs2)c1-c1ccccc1	-14.5%	?	-91.5*	0.4%	6.1%	4.8%	-17.3%	2.4%	i
CC1(C)CC(=O)c2cc(C(=O)Nc3ccccc3Cl)c(=O)n(-c3ccc(Cl)cc3)c2C1	2.1%	·	·	-3.7%	·	·	·	2.2%	i
CCSC1=C(C#N)C(c2ccc(C)s2)CC(=O)N1 (stereo not drawn)	1.6%	-1.7%	12.6	-17.2%	-4.9%	10.2%	3.6%	8.2%	i
Cc1ccc(C2=NN(C(=O)CCl)C(c3cccs3)C2)o1 (stereo not drawn)	?	2.31µM*	-102.0*	?	5.8µM*	?	4.61µM*	7.52µM*	·
OCCN(Cc1ccccc1)Cc1ccccc1O	-4.0%	0.4%	3.5	11.3%	8.2%	-4.6%	-4.6%	-6.2%	i
CC(C(=O)Nc1cccc([N+](=O)[O-])c1)N1C(=O)NC2(CCCC2)C1=O (stereo not drawn)	13.1%	-8.5%	-6.9	3.2%	-5.8%	7.7%	-12.7%	3.8%	i
CCCCCCCCOc1ccc(C(=O)c2ccccc2)c(O)c1	·	·	·	·	-0.2%	6.0%	·	12.8%	i
Cc1ccc(C)c(NC(=O)CCC(=O)NNC(=S)Nc2ccccc2)c1	-3.5%	-2.8%	12.0	15.7%	-2.5%	-1.4%	1.4%	5.8%	i
COc1cc(S(=O)(=O)N(Cc2cccs2)CC2CCCO2)ccc1-n1cnnn1 (stereo not drawn)	6.6%	10.3%	9.2	?	2.3%	12.3%	5.9%	10.9%	i
CSc1nsc(SCC(=O)Nc2ccccc2C(=O)O)n1	?	-0.6%	-3.7	-23.6%	13.9%	-0.1%	-2.2%	42.4%	i
O=C1CCCN1S(=O)(=O)c1ccc(F)cc1	1.6%	-0.6%	-11.3	5.1%	17.8%	6.0%	3.5%	·	i
c1ccc2nc3c(nc2c1)CCc1nonc1-3	1.6%	9.8%	5.8	13.7%	-18.3%	-7.8%	4.7%	-0.2%	?
CCOc1c(Cl)cc(CNCC(C)C)cc1OC	7.9%	-2.1%	4.4	-2.4%	-0.9%	-20.6%	-4.7%	-2.0%	i
C=C(C)C(=O)Nc1cccc(C2=NOC3(C2)C[C@@H](C(N)=O)N(C(=O)C2(C)CC2)C3)c1 (stereo partly drawn)	21.9%	10.7%	9.2	?	3.0%	-1.4%	5.2%	-0.4%	i
O=C(NC1CCCC1)c1nc(-c2c(F)cccc2F)oc1-c1ccccc1	-12.0%	-22.6%	-4.0	?	·	·	-7.6%	·	·
O/N=C/Cc1[nH]c2ccccc2c1-c1ccccc1	6.0%	-15.9%	-26.6	?	-4.4%	7.6%	-3.6%	7.5%	i
COCCNc1nc(-c2cc(-c3ccc(Cl)cc3)on2)cc(C(C)C)n1	15.9%	12.7%	-20.7	3.1%	2.2%[9.22 µM]	?	11.4%	0.6%	i
CCc1ccc(S(=O)(=O)Nc2cccc(-c3ccc4nncn4n3)c2)s1	?	?	26.8	-17.5%	?	?	?	-1.7%	i
Cc1nnc2sc(-c3ccc(-c4ccc(Cl)c(C(F)(F)F)c4)o3)nn12	0.2%	3.3%	39.0	14.6µM*	-6.9%	7.1%	2.4%	3.6%	i
CC(C)(C)c1cc(NC(=O)c2cccs2)no1	-4.6%	-24.2%	-51.3*	-8.4%	?	-0.5%	-20.5%	31.3%[activator]	i
c1ccc(CCc2nc(-c3ccccc3)no2)cc1	-4.6%	-3.5%	-17.0	-7.2%	-6.0%[9.22 µM]	5.1%	-5.3%	54.0%[activator]	i
CCN(Cc1ccncc1)Cc1cn(C)nc1-c1ccc(Oc2ccccc2)cc1	-1.7%	-2.7%	14.4	-2.1%	16.4%	?	-0.4%	·	i
COc1ccc(C)cc1NC(=O)c1ccc(S(=O)(=O)N2CCCCC2)cc1	-28.2%	2.2%	-1.6	?	3.7%	14.1%	-20.7%	-0.6%	i
Fc1ccc(-c2nc3cnccn3c2NC2CCCC2)cc1	-18.6%	-12.3%	15.0	-4.7%	-11.4%	17.2%	-13.4%	-13.8%	·
